# Cl transport mod: modulators of human KCC2 chloride dependent transport; B-score of Tl+ flux slope (higher = more flux/activation; lower = inhibition) at 10 µM; AID 1456; 190,000 tested, 2.2% active; KCC2 cells, thallium flux FluoZin-2 fluorescence;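 active = thallium flux slope and its plate-corrected score both differing from the plate sample mean at a set confidence after two filtering rounds, in either direction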;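 also: slope of fluorescence scaled to starting intensity during 10 to 20 s after thallium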
# MDM2 E3 inh: inhibitors of human Mdm2 E3 ubiquitin ligase. Q00987. cell-based MDM2 ubiquitination luciferase reporter, 2 h; 0 = plate control, 100 = twice control, blank-subtracted. signal enhancement, % at 5 µM. 210,000 tested, 0.11% active;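 active = signal enhancement of 30% or more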;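 also: luminescence tracks abundance of the self-degrading MDM2-luciferase fusion protein; higher signal means inhibition of MDM2 E3 ligase activity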
#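 Material: stable MDM2–luciferase fusion reporter cells / Quantity: 2000 cells/well / Dosing: single 5 µM compound dose, 0.2% final DMSO / Buffer or medium: DMEM / Schedule: 4 h cell settling then 2 h compound exposure, 37 °C / Detection: luminescence with SteadyLite reagent, 15 min at room temperature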
# EBV gp42 block: inhibitors of Epstein-Barr virus glycoprotein 42 | Fluorescence polarization binding assay, mP read-out | inhibition, % (tested at 21.74 µM) | 220,000 tested, 0.42% active | Q1HVG2; in the data active = inhibition above about 50%
# Target sequence (Q1HVG2 whole entry, looked up): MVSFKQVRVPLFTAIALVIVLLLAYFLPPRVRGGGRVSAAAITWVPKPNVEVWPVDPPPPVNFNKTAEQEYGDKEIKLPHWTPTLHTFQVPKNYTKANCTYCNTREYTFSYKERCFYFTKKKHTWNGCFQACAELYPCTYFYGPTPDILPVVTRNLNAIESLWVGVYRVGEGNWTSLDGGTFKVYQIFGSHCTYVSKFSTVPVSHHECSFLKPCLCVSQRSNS
# zVAD death inh: L929 zVAD cell death inhibition; viability rescue, % at 10 µM; 220,000 tested, 0.38% active; AID 1377; L929 zVAD necroptosis rescue, ATP luminescence, 24 h; with zVAD 60 µM;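 active = activation, scaled between plate controls, above about 75%, limit read from the data; inactive = activation under that limit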;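 also: 0% = zVAD with DMSO and 100% = DMSO alone without zVAD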
# TNF necrop inh: blocks TNF-alpha induced death of Jurkat FADD-/- cells | Jurkat FADD-/- TNF necroptosis rescue, ATP luminescence, 24 h; 0 = TNF only, 100 = no-TNF cells | activation (protection from cell death), % at 10 µM | 220,000 tested, 0.068% active;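 active = activation, meaning protection from cell death, of at least 50% relative to plate controls; inactive = activation below 50%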;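 also: necroptosis triggered by 40 ng/mL TNF-alpha added together with compound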
# PERK inh: blocks human PERK kinase; Q9NZJ5; CHO PERK-DD fusion, SEAP luminescence translation reporter; 220,000 tested, 0.17% active; AID 1416; inhibition, % at 5.6 µM;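 active = inhibition above the mean inhibition of all tested compounds plus 3 SD, set separately per screening campaign, cut at about 2.9% in these data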;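 also: PERK kinase domain activated by AP20187 dimerizer at 100 nM; 0% = DMSO with dimerizer and 100% = rapamycin at 8.4 µM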
# eIF4E 4G PPI: eIF4E/eIF4G interaction inhibition in translation initiation | P63073+Q04637 | TR-FRET eIF4E-eIF4GI(517-606) binding, 2 h | inhibition, % at 21.7 µM | 220,000 tested, 0.37% active | AID 782;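 active = inhibition above about 30%, limit read from the data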;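 also: 0% = full FRET control wells and 100% = background wells lacking eIF4GI fragment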
# Calpain2 inh: calpain II (pig) inhibition | inhibition, % at 16 µM | purified calpain II, fluorogenic peptide substrate, 30 min | AID 1236 | 220,000 tested, 0.37% active;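 active = inhibition above about 50%, limit read from the data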
# Rad51 HR inh: Rad51 (human) homologous recombination inhibition; Q06609; 200,000 tested, 0.085% active; hRad51 DNA strand exchange, fluorescence dequenching; inhibition, % at 10 µM; AID 1385;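 active = inhibition above 40% at the single screening dose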;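 also: 0% = DMSO control wells and 100% = blanks with heterologous ssDNA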
# Target sequence (Q06609 whole entry, looked up): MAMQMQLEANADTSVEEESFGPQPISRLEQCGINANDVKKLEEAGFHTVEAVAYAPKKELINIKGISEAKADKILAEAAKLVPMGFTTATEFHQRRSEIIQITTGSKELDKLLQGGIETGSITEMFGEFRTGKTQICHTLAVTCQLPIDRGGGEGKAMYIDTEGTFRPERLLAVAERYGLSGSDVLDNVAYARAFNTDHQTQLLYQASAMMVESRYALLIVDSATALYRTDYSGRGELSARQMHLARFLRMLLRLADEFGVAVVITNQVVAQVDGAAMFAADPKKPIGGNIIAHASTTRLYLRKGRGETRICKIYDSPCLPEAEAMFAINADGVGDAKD
#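 material = hRad51 filaments on single-stranded DNA | reagent = Donor/quencher-labelled 47-bp dsDNA substrate | compound = 10 µM final, single point | schedule = strand-exchange reaction 15 min at room temperature | measured by = fluorescein emission 520 nm, excitation 485 nm | read-out basis = % inhibition versus plate control and blank means | benchmarks = plate controls and plate blanks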
# Active calls of the source: *; . = no result given; [ ] = dose if it differs, or a comment.
compound	Cl transport mod	MDM2 E3 inh	EBV gp42 block	zVAD death inh	TNF necrop inh	PERK inh	eIF4E 4G PPI	Calpain2 inh	Rad51 HR inh
COc1cc(-c2nnc(SCc3c(F)cccc3Cl)o2)cc(OC)c1OC	0.174	-9.7	15.7	-0.1	-1.8	-1.6	0.7	18.6	-1.5
COc1ccc(Oc2nc(-c3cccnc3)nc3ccccc23)cc1	-0.0582	-8.7	0.9	1.0	-0.6	-1.7	0.4	3.2	6.8
CC1CCCCC1NC(=O)Cn1[nH]c(=O)c2ccccc2c1=O (configuration not stated)	.	-8.4	11.4	-0.1	0.6	0.5	-17.1	-32.4	-1.7
O=Cc1cnc(N2CCCCC2)s1	0.191	-10.0	111.5*	3.3	0.4	1.1	2.8	28.2	7.3
CCCCn1c(=O)c(F)cn(Cc2ccc(OC)c([N+](=O)[O-])c2)c1=O	-1.29	3.5	9.7	0.0	-0.9	-0.4	-2.3	16.7	3.9
Cc1nnsc1Sc1ccccc1C(=O)O	0.65	15.0	-24.7	2.5	-1.0	0.4	0.4	34.6	13.1
O=C1NC(=O)/C(=C\c2ccc(O)cc2O)S1	0.0261	-6.2	33.8	16.4	2.2	1.2	28.8	-44.6	-25.4
Cc1nnc(NC(=O)CSc2nc3ccccc3o2)s1	-0.465	-11.6	-3.5	0.3	1.1	0.4	-3.3	23.0	-3.2
CCn1c(SCC(=O)Nc2nc3ccccc3s2)nnc1-c1ccc(OC)cc1	.	-14.4	5.8	0.4	0.6	-0.7	-10.2[fluorescence artefact?]	0.6	-1.7
COC(=O)c1[nH]c2ccc(C)cc2c1NC(=O)CN1CCN(c2ccc(F)cc2)CC1	-0.00246	-4.7	-7.0	0.7	-11.3	-0.4	-0.8	-30.8	-3.8
CSCC(C)N1CCC(CO)(CCCc2ccccc2)CC1 (configuration not stated)	-0.209	-3.7	-5.0	-1.2	1.9	0.0	2.8	11.1	7.8
CCOc1ccc(/C(O)=C2\C(=O)C(=O)N(CCN(C)C)C2c2cc(OC)ccc2OC)cc1Cl (configuration not stated)	-1.02	.	.	0.2	-0.3	1.1	.	.	.
O=C(NCCCN1CCOCC1)c1sc2cc(F)ccc2c1Cl	-1.77	-7.0	-9.7	-0.2	1.4	-0.9	-3.8	22.8	2.1
COc1nc(OC)nc(Oc2ccc([N+](=O)[O-])cc2Cl)n1	0.45	2.4	1.7	-0.3	0.4	-0.9	20.3[fluorescence artefact?]	8.4	-1.6
Cc1cccc(NC(=S)NNC(=O)c2cc3c(s2)CCC(C)C3)c1C (configuration not stated)	36.9*	-0.2	7.9	0.8	0.7	0.2	-8.2	-35.4	12.3
O=C(Cn1cnc2c(cnn2-c2ccccc2)c1=O)Nc1ccc(S(=O)(=O)N2CCOCC2)cc1	-0.352	-12.1	-10.4	0.9	1.1	0.1	-4.1	14.0	-1.6
O=C(c1ccccc1)c1nccn1-c1ccc(Cl)nn1	-0.595	-8.0	-6.0	0.0	-1.1	-0.2	3.6	8.1	-1.4
COc1ccc(S(=O)(=O)N2CCOCC2)c(C)c1C	0.544	-1.4	-18.9	-1.2	-1.2	-0.5	1.3	-10.2	-2.2
CCN1C(=O)CC(N2CCC(Cc3ccccc3)CC2)C1=O (configuration not stated)	-0.502	-15.8	-16.8	-0.2	-2.0	1.1	-2.3[fluorescence artefact?]	-5.6	-3.6
CC(C)n1cnc2c(NCc3ccccc3)nc(NCc3ccccc3)nc21	-1.29	4.9	5.5	-0.4	0.9	.	-2.1	-3.8	-7.7

# An excerpt taken from the entries so far:
compound	Cl transport mod	MDM2 E3 inh	EBV gp42 block	zVAD death inh	TNF necrop inh	PERK inh	eIF4E 4G PPI	Calpain2 inh	Rad51 HR inh
COC(=O)c1[nH]c2ccc(C)cc2c1NC(=O)CN1CCN(c2ccc(F)cc2)CC1	-0.00246	-4.7	-7.0	0.7	-11.3	-0.4	-0.8	-30.8	-3.8
CSCC(C)N1CCC(CO)(CCCc2ccccc2)CC1 (configuration not stated)	-0.209	-3.7	-5.0	-1.2	1.9	0.0	2.8	11.1	7.8
CCOc1ccc(/C(O)=C2\C(=O)C(=O)N(CCN(C)C)C2c2cc(OC)ccc2OC)cc1Cl (configuration not stated)	-1.02	.	.	0.2	-0.3	1.1	.	.	.
O=C(NCCCN1CCOCC1)c1sc2cc(F)ccc2c1Cl	-1.77	-7.0	-9.7	-0.2	1.4	-0.9	-3.8	22.8	2.1
COc1nc(OC)nc(Oc2ccc([N+](=O)[O-])cc2Cl)n1	0.45	2.4	1.7	-0.3	0.4	-0.9	20.3[fluorescence artefact?]	8.4	-1.6
Cc1cccc(NC(=S)NNC(=O)c2cc3c(s2)CCC(C)C3)c1C (configuration not stated)	36.9*	-0.2	7.9	0.8	0.7	0.2	-8.2	-35.4	12.3
O=C(Cn1cnc2c(cnn2-c2ccccc2)c1=O)Nc1ccc(S(=O)(=O)N2CCOCC2)cc1	-0.352	-12.1	-10.4	0.9	1.1	0.1	-4.1	14.0	-1.6
O=C(c1ccccc1)c1nccn1-c1ccc(Cl)nn1	-0.595	-8.0	-6.0	0.0	-1.1	-0.2	3.6	8.1	-1.4

# Next part.
compound	Cl transport mod	MDM2 E3 inh	EBV gp42 block	zVAD death inh	TNF necrop inh	PERK inh	eIF4E 4G PPI	Calpain2 inh	Rad51 HR inh
CCOC(=O)N1CCN(c2ccc(S(=O)(=O)N(Cc3ccccc3)Cc3ccccc3)cn2)CC1	-0.0889	-10.8	-21.9	-0.4	-5.6	-0.6	-16.1	19.7	-2.3
CSCCC(Nc1nc2ccccc2s1)C(=O)O (configuration not stated)	0.0417	-8.5	-4.7	1.1	0.2	-0.2	-1.4	-25.7	-0.1
O=C(NCc1ccccc1)c1c[nH]c2ccc(S(=O)(=O)Nc3ccc4c(c3)OCCO4)cc2c1=O	.	-10.8	-11.9	37.7	1.5	0.3	-11.8[fluorescence artefact?]	-117.8	2.5
COC(=O)c1c(NS(C)(=O)=O)sc2c1CCCC2	1.09	-0.4	-5.4	-0.6	-1.0	1.2	3.2	2.0	3.7
NC(=O)c1cc(-c2ccccc2)nc2ccc(Br)cc12	-0.475	-6.6	-3.1	1.1	1.8	-0.7	-4.6	-9.5	10.9
COc1ccc(Cl)cc1NC(=O)CN1CCC(n2nnc3cc(F)ccc32)CC1	-0.0293	3.3	-10.3	-0.2	-2.7	0.9	-8.2	-11.9	5.4
CCN(CC)S(=O)(=O)c1ccc(N2Cc3ccccc3C2=N)cc1	-0.357	-20.5	-15.2	-1.6	0.5	1.7	0.6	-12.0	-6.5
c1csc(CN2CCN(Cc3cccs3)C2c2cccs2)c1	-0.00328	-9.7	-8.9	0.1	0.6	0.9	.	10.3	6.0
Cc1ccc(OCc2nc(-c3ccccn3)no2)c(Br)c1	-4.03	-80.9	2.9	0.8	-4.6	0.0	2.4	-0.6	-1.9
c1ccc(-c2cc(N3CCOCC3)nc3ccccc23)cc1	0.201	-23.3	1.6	0.4	-2.9	-0.8	10.2	-166.3	3.9

# Other compounds follow.
molecule	Cl transport mod	MDM2 E3 inh	EBV gp42 block	zVAD death inh	TNF necrop inh	PERK inh	eIF4E 4G PPI	Calpain2 inh	Rad51 HR inh
CCOC(=O)C(=NCCCN1CCOCC1)NNc1cccc(C(F)(F)F)c1	0.157	-21.0	-7.5	0.9	1.6	0.4	3.6	9.8	-0.7
Cc1nnc(SCC2=C(C(=O)O)N3C(=O)C(NC(=O)c4cccc(F)c4F)C3SC2)s1 (configuration not stated)	-1.7	-23.9	-3.6	-0.4	-0.6	0.5	0.9	3.9	25.6
CCCOC(=O)C1C2C=CC3(CN(c4ccc(Cl)c(F)c4)C(=O)C13)O2 (configuration not stated)	0.0682	7.9	-15.9	-0.7	3.9	0.1	-3.0	-19.4	3.7
CC(C)OC(=O)c1cc2c(ccn2C)n1CC(=O)N(Cc1ccccc1)c1ccc(F)cc1	0.146	-5.4	19.9	-0.2	0.0	-0.9	-8.0[fluorescence artefact?]	20.6	-4.8
Cc1ccc(-c2csc(NC(=O)Cn3[nH]c(=O)c4ccccc4c3=O)n2)cc1	.	-3.7	-27.8	-1.0	-2.6	0.1	7.3	-157.1	.
CCCCCNC(=O)c1ccc2c(=O)n(CCCN3CCCC3=O)c(=S)[nH]c2c1	-0.922	9.8	-9.4	3.7	0.6	0.0	-2.2	23.3	-11.8
COc1cc(C(C)=O)ccc1Oc1ncnc2c1cnn2-c1cccc(Cl)c1	-1.24	-6.4	12.3	0.5	0.9	-0.7	2.3	-1.5	2.6
CCOC(=O)C1=C(C)N(CCCCCC(=O)O)C(=O)NC1c1ccccc1Cl (configuration not stated)	-1.83	.	0.6	0.3	0.9	-0.1	-3.6[fluorescence artefact?]	15.8	1.7
Cc1csc(NC(=O)CCCC(=O)O)c1-c1nc2ccccc2s1	-2.82	-3.3	0.4	4.9	1.3	0.9	-5.9	-28.1	1.3
CCOC(=O)C(Cc1ccccc1)NC(=O)CCc1c(C)nc2nc(C)nn2c1C (configuration not stated)	0.891	-32.9	-10.4	0.0	-0.6	-0.1	4.6	-10.8	0.1
COc1ccc(NC(=S)NCCc2ccccc2)c(OC)c1	-0.475	-12.1	-3.1	-0.1	-7.2	-0.4	9.0[fluorescence artefact?]	29.3	0.9
C=C(C)C1CC=C(C)/C(=N/NC(=O)COc2ccc(Cl)cc2)C1 (configuration not stated)	0.916	-4.0	-8.4	.	0.8	1.3	0.0[fluorescence artefact?]	0.7	-5.0
COC(=O)c1cc(C#N)c(OC(C)C)nc1C	0.392	-10.7	-2.1	0.4	-1.0	0.3	2.1	11.0	-2.0
O=[N+]([O-])c1ccc(NCc2ccccc2)nc1	-1.09	-8.2	0.9	2.7	75.9*	0.5	3.7	52.0*	.
Cn1c(SCC(=O)NC2CCCCC2)nnc1-c1cc2cc(Cl)ccc2o1	0.205	-18.1	-6.4	0.0	2.2	-0.7	-18.8	26.4	-1.9
COc1ccc(C(=O)NC(=S)Nc2ccccc2N2CCCCC2)cc1[N+](=O)[O-]	1.91	-10.7	2.3	1.5	-1.8	-0.3	1.1	6.0	-2.4

# Compound activity deposited in PubChem BioAssay by several laboratories.

# Outcome played no part in choosing rows; about 3.6% have a hit in one of these screens.
